inhibitors of VEEV: inhibitors of VEEV TC-83 cytopathic effect, confirmation, Vero cells (AID 588727) | hit rate 0.13% among 350,000 | Vero cells, VEEV TC-83 cytopathic effect inhibition; higher % means a stronger effect | one-dose inhibition, % at 20 µM; IC50 in µM for titrated hits; in the data active means a potency from the dose series; inconclusive means inhibition mostly from about 14% at the one dose, without a potency; inactive means the rest, 99 in 100 with inhibition below about 12%; further: strong numbers were not always called active
Salmonella PhoP GFP: PhoP regulon inhibitors, Salmonella typhi PhoP promoter GFP reporter, confirmatory (AID 1850); Salmonella Typhi PhoP-promoter GFP reporter, fluorescence, 4 h; higher % means a stronger effect; one-dose inhibition, % at 50 µM; IC50 in µM for titrated hits; hit rate 0.33% among 310,000; in the data active means a potency from the dose series; inconclusive means inhibition mostly from about 25% at the one dose, without a potency; inactive means the rest, 99 in 100 with inhibition below about 19%;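 further: 0% = induced wells with vehicle and 100% = uninduced wells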
tuberculosis growth: growth inhibition of non-replicating M. tuberculosis (AID 488890) | inhibition, % at 25 µM; hits with a dose series show IC50 in µM | Mycobacterium tuberculosis non-replicating, growth inhibition; higher % means a stronger effect | hit rate 0.39% among 320,000; in the data active means a potency from the dose series; inconclusive means inhibition mostly from about 82% at the one dose, without a potency; inactive means the rest, 99 in 100 with inhibition below about 76%;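 further: plate controls were DMSO cells for no effect and high antibiotic wells for full effect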
M. tuberculosis HTS: M. tuberculosis growth inhibition, HTS (AID 449762). M. tuberculosis H37Rv growth inhibition, 7H9 media; higher % means a stronger effect. inhibition, % at 25 µM; hits with a dose series show IC50 in µM. hit rate 0.59% among 330,000; in the data active means a potency from the dose series; inconclusive means inhibition above about 70% without an active follow-up result;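 further: bacterial growth assessed after seven days of incubation; strong numbers were not always called active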
influenza NS1A: NS1A inhibition, H1N1 influenza, cell based functional assay (AID 504329); one-dose inhibition, % at 12.5 µM; IC50 in µM for titrated hits; NS1A functional cell-based assay, percent inhibition; higher % means a stronger effect; hit rate 0.3% among 340,000; in the data active means a potency from the dose series; inconclusive means inhibition above about 27% without an active follow-up result; further: strong numbers were not always called active
inhibitors of VEEV 10K pilot screen: further read-out of inhibitors of VEEV, marked with its call; inhibition, %; measured here: 10K pilot screen inhibition
Numbers without * were called inactive; i = inactive; ? = inconclusive; / = no result given; & = joins results of further samples. Rows are unselected. About 1.5% of those tested had a hit in this group.

SMILES | inhibitors of VEEV | Salmonella PhoP GFP | tuberculosis growth | M. tuberculosis HTS | influenza NS1A | others
O=C(c1nc2ccccn2c1CNCCCn1ncc2ccccc21)N1CCCC1 | i | -4% | 16% | -5% | -3%
CN(C)c1ccc(CNS(=O)(=O)c2csc(C(N)=O)c2)cc1 | i | 6% | -6% | 13% | -2%
COc1cccc(C=Nc2cccc3c(=O)[nH][nH]c(=O)c23)c1O | 2.5% | -2% | -4% | -3% | -11%
Fc1cccc(NC(=S)NCc2cccnc2)c1 | 0.9% | -6% | ? | -5% | -4%
CC(C)Cn1c(-c2ccc(F)cc2)n[nH]c1=S | 2.2% | 6% | -7% | -1% | -17%
O=S(=O)(NCC1CCCO1)c1ccc(Oc2ccccc2)cc1 (stereo not given) | i | -6% | 19% | -5% | -3%
CN(C)N=Nc1ccc(-c2cn(Cc3ccccc3)cn2)cc1 | 1.7% | 5% | 27% | 12% | 4%
C/C(=N\NC(=O)CN(c1ccc(C)cc1)S(C)(=O)=O)c1cccs1 | 0.7% | -6% | -9% | 5% | -6%
O=C(CCc1nc2ccccc2c(=O)[nH]1)N1CCN(c2ccc(F)cc2)CC1 | 0.6% | 11% | -5% | -3% | -4%
CCCc1nnc(NC(=O)CCC(=O)NCc2ccc(OC)cc2)s1 | 0.5% | 2% | -7% | 0% | -6%
COc1ccc(Br)cc1CN1CCCC(C(=O)N2CCCCCC2)C1 (stereo not given) | 0.1% | 4% | 15% | -4% | -7%
O=C(NCc1ccc(F)cc1)C1CCN(S(=O)(=O)c2cccnc2)CC1 | 0.4% | 5% | -7% | 2% | 5%

Structural class, the entries above with a carbonyl joined to an NH by a bond outside any ring (4)
SMILES | inhibitors of VEEV | Salmonella PhoP GFP | tuberculosis growth | M. tuberculosis HTS | influenza NS1A | others
CN(C)c1ccc(CNS(=O)(=O)c2csc(C(N)=O)c2)cc1 | i | 6% | -6% | 13% | -2%
C/C(=N\NC(=O)CN(c1ccc(C)cc1)S(C)(=O)=O)c1cccs1 | 0.7% | -6% | -9% | 5% | -6%
CCCc1nnc(NC(=O)CCC(=O)NCc2ccc(OC)cc2)s1 | 0.5% | 2% | -7% | 0% | -6%
O=C(NCc1ccc(F)cc1)C1CCN(S(=O)(=O)c2cccnc2)CC1 | 0.4% | 5% | -7% | 2% | 5%

Continued:
SMILES | inhibitors of VEEV | Salmonella PhoP GFP | tuberculosis growth | M. tuberculosis HTS | influenza NS1A | others
NC(=O)C1=C[C@@H](c2ccccc2)C[C@@H](OCCCCO)O1 | 0.6% | 3% | 10% | 8% | -7%
O=C(NCc1ccc(F)cc1)c1cccc2c1C(=O)c1ccc(Cl)cc1S2(=O)=O | / | / | -5% | -7% | /
C=CCn1c(SCC(N)=O)nnc1-c1cccc(Br)c1 | i | -10% | 14% | -11% | -16%
c1ccc2c(c1)oc1c(Nc3ccc4c(c3)OCO4)ncnc12 | i | 15% | -13% | 0% | -2%
Cc1cnc(NC(=O)c2ccncc2)s1 | 0.8% | 1% | / | -4% | -4%
O=C1CCCc2c1cc(C(=O)NCc1ccco1)c(=O)n2-c1ccccc1 | 5.9% | 6% | -3% | -3% | 0%
COc1ccc(Br)cc1S(=O)(=O)n1nc(C)cc1C | i | -3% | -10% | 5% | -2%
O=C(CN1C(=O)NC2(CCCCC2)C1=O)N1CCOCC1 | 0.2% | / | -4% | 8% | 3%
c1nc(NCCN2CCOCC2)c2c3c(sc2n1)CCCCC3 | 0.5% | / | / | / | -2%
COC(=O)c1ccccc1NC(=O)c1noc2c1CC(C(C)(C)C)CC2 (stereo not given) | 2.6% | 4% | 7% | -7% | 1%
Nc1cccc(CP(=O)(c2ccccc2)c2ccccc2)c1 | 1.3% | / | 1% | -7% | -1%
COc1ccc(OC)c(-n2nnnc2SCC(=O)Nc2ccccc2N2CCOCC2)c1 | 4.1% | -9% | 9% | 3% | 4%
CN(C)S(=O)(=O)c1cc(C(=O)Nc2ccn(C)n2)c(Cl)cc1Cl | i | / | -7% | -6% | -6%
O=C(NCc1cccnc1)C1CCN(c2ccc(S(=O)(=O)N3CCOCC3)cc2Cl)CC1 | 0.8% | 5% | -13% | -5% | 10%
C/C(CC(=O)Nc1ccc(Cl)cc1C(F)(F)F)=N\NC(N)=S | 0.3% | 2% | ? | 16µM* | /
CC1=C(C#N)C(=O)N(C2CCS(=O)(=O)C2)C(=O)/C1=C\c1ccc(C)o1 (stereo not given) | / | -42% | 1% | 5% | /
CN(C)C1=NCC(CSC(=N)N)S1 (stereo not given) | 3.0% | -2% | 6% | 7% | 3%
CC(c1ccccc1C(O)(c1ccccc1)c1ccccc1)N(C)C (stereo not given) | 0.1% | -10% | 48% | -6% | 8% | inhibitors of VEEV 10K pilot screen=0.0
CCOc1ccc(-c2noc(COC)n2)cc1OC | 1.8% | 20% | -5% | 1% | -18%
COc1ccc(NC(=O)c2ccc(CNc3c(NC4CCCCC4)c(=O)c3=O)cc2)cc1OC | 0.6%&0.6% | -3% | / | -14% | -1%&8%
Cn1cnnc1SCC(=O)Nc1ccccc1C(=O)NC1CCCC1 | i | 6% | -10% | -14% | -11%
Cc1ccc(S(=O)(=O)N(CC(=O)N2CCC(C(N)=O)CC2)Cc2ccc(F)cc2)cc1 | 0.5% | -12% | 4% | 1% | -4%
CCn1c(SCC(=O)Nc2ccc(C(C)=O)cc2)nc2ccccc21 | 1.0% | 0% | -1% | 11% | -10%
Cc1c(C(=O)OCC(=O)NCCc2ccc(S(N)(=O)=O)cc2)oc2ccccc12 | i | / | 2% | -7% | -8%
O=C(Nc1nnc(C2=COCCO2)o1)c1cccc([N+](=O)[O-])c1 | 1.2% | -3% | -6% | 3% | -4%
O=C1NN(c2ccccc2)C(=O)/C1=C\c1coc2ccc(O)cc2c1=O | 2.2% | -14% | -2% | 26% | -10%
O=C(OCC1CC(c2ccccn2)=NO1)c1ccc(Br)cc1 (stereo not given) | 1.3% | 0% | 66% | ? | -5%
N#C/C(=N\Nc1ccc([N+](=O)[O-])cc1)C(=N)N1CCOCC1 | i | 4% | -15% | 0% | 5%
CCOc1cc(/C=N/NC(=O)c2ccccc2OCc2ccc(F)cc2)ccc1O | 8.8% | / | -1% | -6% | 7%
O=C(CNC(=O)c1ccccc1F)NCCCN1CCCC1=O | 1.6% | -1% | -1% | -18% | -12%
Cc1c(C(=O)Nc2ccccc2)c2ccc(C(F)(F)F)cc2n1O | 4.6% | -11% | 35% | 59% | /
O=C1CC(c2cc(Br)ccc2F)c2cc3c(cc2N1)CCC3 (stereo not given) | 2.5% | -14% | -7% | 3% | 9%
CCOC(=O)Cn1c(-c2ccccn2)nc2ccccc21 | 0.6% | -4% | 26% | 1% | 8%
Fc1ccc(-c2csc(-c3ccc(C4SCCS4)cc3)n2)cc1F | 0.0% | 5% | 16% | 4% | 12%
COc1ccc2cc(C(N)=O)c(=Nc3ccc(C)cc3)oc2c1 | 3.6% | 6% | 2% | -2% | 16%
O=C(Nc1ccccc1)NC1(C(=O)N2CCN(C(=O)c3ccco3)CC2)CCCCC1 | 1.7% | 6% | -8% | -2% | 2%
COc1ccc(-c2csc(NC(=O)c3cc(C)on3)c2C#N)cc1OC | 3.3% | -10% | 6% | 2% | -3% | inhibitors of VEEV 10K pilot screen=0.1
CC(C)C(=O)Nc1cc(S(=O)(=O)N2CCOCC2)ccc1N1CCCCC1 | 1.8% | / | 30% | -5% | 5%
O=C1NC(=Nc2ccccc2)/C(=C/c2ccco2)S1 | 1.6% | -11% | 28% | 7% | 6%
CCOC(=O)C1CCCN(S(=O)(=O)c2cc(Br)cc3c2N(C(C)=O)CC3)C1 (stereo not given) | i | 11% | -2% | 5% | 8%
CCn1cc(C(=O)N2CCCC(CO)(Cc3ccccc3C)C2)cn1 (stereo not given) | 1.1% | -11% | 10% | 0% | -7%
COc1ccc(-c2cc3ccc(OCC(C)=O)cc3oc2=O)cc1 | 2.9% | -4% | / | 1% | -10%
O=S(=O)(c1ccc(Cl)nc1)N1CCN(Cc2ccc3c(c2)OCO3)CC1 | 0.5% | -1% | -1% | 4% | 4%
CCOC(=O)c1sc(N)c(C#N)c1CSc1nnc(C2CC2)n1N | i | -15% | 3% | -8% | -2%
O=C(ON=C1CCN(S(=O)(=O)c2ccccc2)CC1)c1cccc(Cl)c1 | 6.1% | 0% | 54% | 6% | -1%
CN(C)C(=O)Oc1ccc(NC(=O)N2CCOCC2)cc1 | 0.5% | -4% | -10% | -1% | -26%
O=[N+]([O-])c1ccccc1/C=N/N1CCN(Cc2ccccc2)CC1 | 0.1% | -1% | 47% | 10% | 16%
O=C(CN1CCCCCC1)N/N=C/c1ccc(Cl)c(Cl)c1 | 0.5% | -8% | 3% | -4% | 8%
CCn1ncc(NC(=O)Nc2cccc(C(F)(F)F)c2)c1C(N)=O | 4.0% | -16% | 12% | -7% | 20%
N#Cc1c(N2CCCC2)nsc1-c1ccccc1 | 1.4% | 6% | 32% | 2% | -14%
O=C(Nc1nnc(C2=COCCO2)o1)c1ccc(Br)cc1 | 6.7% | 16% | ? | ? | -32%
O=[N+]([O-])c1ccc(S(=O)(=O)Nc2nnc(C3CCCCC3)s2)cc1 | 0.5% | 0% | 34% | 7% | -5%
Cc1nc(NS(=O)(=O)c2ccccc2)sc1C(=O)NNS(=O)(=O)c1ccccc1 | 1.1% | 11% | -2% | 22% | 4%
O=C1c2ccccc2C(=O)C1c1ccc2ccccc2n1 | i | -2% | 17% | -7% | 1%
Oc1ccc(-[n+]2c(-c3ccccc3)cc(-c3ccccc3)cc2-c2ccccc2)cc1 | 0.1% | -5% | ? | 12µM* | 5% | inhibitors of VEEV 10K pilot screen=3.6
S=C(NCc1ccc2c(c1)OCO2)NCc1ccc2c(c1)OCO2 | 0.7% | -8% | ? | 2% | -1%
O=C(O)c1ccc(C(=O)c2cc([N+](=O)[O-])cc([N+](=O)[O-])c2)cc1 | 0.8% | / | / | / | -14%
O=C(COC(=O)c1ccc(Br)o1)Nc1ccc(F)cc1[N+](=O)[O-] | 1.6% | / | ? | 45% | 1%
CS(=O)(=O)N1CCC(Oc2ccccc2C(=O)NC(C2CC2)C2CC2)CC1 | i | 0% | -4% | 0% | 1%
O=C(Cc1ccc(NC(=O)C2CCN(C(=O)C3CCCCC3)CC2)cc1)Nc1cccc(C(=O)N2CCCCC2)c1 | 0.7% | / | / | / | -3%
Next results follow:
SMILES | inhibitors of VEEV | Salmonella PhoP GFP | tuberculosis growth | M. tuberculosis HTS | influenza NS1A | others
CCCn1nnnc1NCc1ccccc1F | i | -1% | 14% | 4% | -2%
CCC(c1nnnn1Cc1ccc(F)cc1)N1CCN(C2CCCCC2)CC1 (stereo not given) | i | -13% | 6% | -1% | -10%
COc1ccc(Cl)cc1N(C(=O)c1ccco1)C(C(=O)NC1CCCC1)c1ccco1 (stereo not given) | 0.7% | 8% | 20% | -13% | 7%
c1cn2cc(CSC3CCCCC3)nc2s1 | 0.8% | 5% | 25% | 4% | -12%
Cc1n[nH]c(=S)n1Cc1ccccc1 | 0.5% | 15% | 5% | 3% | 10%
O=C(CN1C(=O)c2ccccc2C1=O)Nc1cccc(Cl)c1 | 1.6% | -2% | -5% | 3% | -5%
Cc1ccc(S(=O)(=O)N2CCN(C(=O)COC(=O)CSc3ccc(C)c(C)c3)CC2)c(C)c1 | 1.1% | / | / | / | -13%
S=C1NC[C@H](Cc2ccccc2)N1CCc1cccc2ccccc12 | 0.1% | 0% | 25% | -1% | 8%

Sorted by formula weight (lowest first): some entries from above.
SMILES | inhibitors of VEEV | Salmonella PhoP GFP | tuberculosis growth | M. tuberculosis HTS | influenza NS1A | others
O=C(Nc1nnc(C2=COCCO2)o1)c1cccc([N+](=O)[O-])c1 | 1.2% | -3% | -6% | 3% | -4%
COc1ccc(-c2csc(NC(=O)c3cc(C)on3)c2C#N)cc1OC | 3.3% | -10% | 6% | 2% | -3% | inhibitors of VEEV 10K pilot screen=0.1
CCC(c1nnnn1Cc1ccc(F)cc1)N1CCN(C2CCCCC2)CC1 (stereo not given) | i | -13% | 6% | -1% | -10%

5 consecutive entries from above, quoted:
SMILES | inhibitors of VEEV | Salmonella PhoP GFP | tuberculosis growth | M. tuberculosis HTS | influenza NS1A | others
O=C(c1nc2ccccn2c1CNCCCn1ncc2ccccc21)N1CCCC1 | i | -4% | 16% | -5% | -3%
CN(C)c1ccc(CNS(=O)(=O)c2csc(C(N)=O)c2)cc1 | i | 6% | -6% | 13% | -2%
COc1cccc(C=Nc2cccc3c(=O)[nH][nH]c(=O)c23)c1O | 2.5% | -2% | -4% | -3% | -11%
Fc1cccc(NC(=S)NCc2cccnc2)c1 | 0.9% | -6% | ? | -5% | -4%
CC(C)Cn1c(-c2ccc(F)cc2)n[nH]c1=S | 2.2% | 6% | -7% | -1% | -17%
